GLS inh: qHTS for Inhibitors of Glutaminase (GLS); Glutaminase kidney isoform, mitochondrial (Homo sapiens), O94925; GLS enzymatic activity, qHTS titration; Potency, µM (series often up to 45.5 µM), inactives show at the highest dose activity change, negative = inhibition, actives largely listed as inhibitors; 410,000 compounds, 0.21% hits; AID 624170, 2012; further: on the % scale 0 is the no-effect control and ±100 the full control effect
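hKGA in 45 mM KH2PO4 pH 8.2, 0.02% Tween-20 with pin-transferred compounds; 1 mM L-glutamine (stock) plus glutamate oxidase/HRP/Amplex Red coupling added. Fluorescence read initially and after 30 min at RT.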
ALOX12 inh: Primary qHTS assay for inhibitors of human arachidonate 12S-lipoxygenase (ALOX12): Round 2; purified 12hLO, xylenol orange hydroperoxide absorbance; Potency, µM (titrated, usually from 108 µM), inactives show top-dose activity change, negative = inhibition, usual class: inhibitors; 580,000 compounds, 1.1% hits; AID 1671190, 2021; further: on the % scale 0 is the no-effect control and ±100 the full control effect
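Purified human 12hLO at 150 nM in 25 mM Hepes, 0.01% Triton X-100, pH 7.0, preincubated 15 min at room temperature with compound. Reaction started with 40 uM arachidonic acid, 30 min at room temperature. Hydroperoxide measured by Fe-xylenol orange, 573/405 nm absorbance ratio.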
JMJD2A Tudor inh: qHTS Assay for Inhibitors of JMJD2A-Tudor Domain; Lysine-specific demethylase 4A (Homo sapiens), O75164; AlphaScreen JMJD2A-Tudor / H3K4me3 peptide binding; Potency, µM (highest dose often 114 µM), for inactives: at the highest dose activity change, negative = inhibition, actives largely listed as inhibitors; 390,000 compounds, 4.4% hits; AID 504339, 2011; further: on the % scale 0 is the no-effect control and ±100 the full control effect; nearly all actives have a fitted effect of over 50% in size
ERG-DNA inh: qHTS for Small Molecule Inhibitors of the ERG Ets/DNA interaction. Potency, µM (titrated, usually from 76.9 µM), for the others: at the highest dose FP activity, negative = inhibition, most hits filed as inhibitors. 370,000 compounds, 0.028% hits. fluorescence polarization, His-ERG Ets domain / labelled DNA; active means well fitted inhibition curve with a large enough effect in the polarisation, with a control signal flat; inconclusive means small, poorly fitted or top-dose-only effect, or effect the other way, or a change in a side signal; inactive means no such curve, though single readings can be large or run the other way; the % refers to the polarisation;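 further: polarization taken with two DNA probes labelled with fluorescein and Texas red; % of control where 0% means no effect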
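His-tagged ERG Ets domain (1 uM in the protein solution; 300mM KCl, 50mM Tris-HCl, 1mM EDTA, 1mM DTT, pH 7.5) received compound, then a probe mix of 5 nM fluorescein-DNA and 100nM Texas-615-DNA. Fluorescence polarization was read for both dyes.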
rTrxR1 inhibitor: qHTS Assay for Inhibitors of Mammalian Selenoprotein Thioredoxin Reductase 1 (TrxR1): qHTS | Thioredoxin reductase 1, cytoplasmic (Rattus norvegicus), O89049 | recombinant rTrxR1, NADPH fluorescence consumption, selenite substrate | Potency, µM (titrated, usually from 114 µM), for inactives: at the highest dose activity change, negative = inhibition, hits mostly inhibitors | 390,000 compounds, 1% hits | AID 588453, 2011; further: on the % scale 0 is the no-effect control and ±100 the full control effect; nearly all actives have a fitted effect of over 65% in size
Target sequence (O89049 whole entry, looked up): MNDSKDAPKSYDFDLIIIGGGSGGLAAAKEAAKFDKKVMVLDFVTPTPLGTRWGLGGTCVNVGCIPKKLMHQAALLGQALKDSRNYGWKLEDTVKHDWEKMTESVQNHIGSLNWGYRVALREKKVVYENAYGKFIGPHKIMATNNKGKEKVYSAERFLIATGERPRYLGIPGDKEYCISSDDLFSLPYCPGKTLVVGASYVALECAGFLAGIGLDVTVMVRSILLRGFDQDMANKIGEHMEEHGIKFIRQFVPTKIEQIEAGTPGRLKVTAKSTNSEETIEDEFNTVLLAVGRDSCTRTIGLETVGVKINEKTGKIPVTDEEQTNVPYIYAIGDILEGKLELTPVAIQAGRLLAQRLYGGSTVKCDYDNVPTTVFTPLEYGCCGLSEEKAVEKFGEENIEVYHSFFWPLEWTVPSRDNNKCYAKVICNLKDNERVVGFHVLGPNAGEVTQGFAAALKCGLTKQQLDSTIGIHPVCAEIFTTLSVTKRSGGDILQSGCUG
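Rat TrxR1 (90 nM in the dispensed reagent) was pre-reduced with 400 uM NADPH for 5 min at room temperature, then incubated with compound for 15 min. After 400 uM selenite was added, NADPH fluorescence (Ex 340/Em 450 nm) was followed for 8 min.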
HP1b binding inh: HTS for Inhibitors of HP1-beta Chromodomain Interactions with Methylated Histone Tails; AID 540317, 2011; Potency, µM (top dose mostly 114 µM), for inactives: top-dose activity change, negative = inhibition, hits mostly inhibitors; 390,000 compounds, 0.56% hits; Chromobox protein homolog 1 (Homo sapiens), P83916; AlphaScreen HP1-beta / biotin-H3K9me3 peptide binding; further: nearly all actives have a fitted effect of over 70% in size; inactives centre near 23
Target sequence (P83916 whole entry, looked up): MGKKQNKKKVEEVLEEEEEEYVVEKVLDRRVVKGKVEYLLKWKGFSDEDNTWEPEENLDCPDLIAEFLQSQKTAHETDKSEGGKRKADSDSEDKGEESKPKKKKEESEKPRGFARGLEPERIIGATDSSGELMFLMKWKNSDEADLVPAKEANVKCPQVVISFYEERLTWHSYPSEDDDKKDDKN
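HP1-beta protein (50 nM final) preincubated 30 min at room temperature with biotinylated H3(1-18)K9me3 peptide (50 nM) in PBS pH 7.4, 0.01% Tween-20, then compound added for 30 min. AlphaScreen streptavidin donor/nickel chelate acceptor beads (10 ug/mL final), 30 min dark, luminescence read.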
Pin1 inh: qHTS Assay to Find Inhibitors of Pin1; 390,000 compounds, 0.009% hits; Peptidyl-prolyl cis-trans isomerase NIMA-interacting 1 (Homo sapiens), Q13526; Pin1 FP peptide displacement, HiFluor488, 10 min; Potency, µM (doses to about 115 µM), for inactives: top-dose activity, negative = inhibition, hits mostly inhibitors; active means well fitted inhibition curve with a large enough effect in the polarisation, with a control signal flat, not every such curve was filed as active; inconclusive means small, poorly fitted or top-dose-only effect, or effect the other way, or a change in a side signal; inactive means no such curve, though single readings can be large or run the other way; the % refers to the polarisation; further: on the % scale 0 is the no-effect control and ±100 the full control effect
Target sequence (Q13526 whole entry, looked up): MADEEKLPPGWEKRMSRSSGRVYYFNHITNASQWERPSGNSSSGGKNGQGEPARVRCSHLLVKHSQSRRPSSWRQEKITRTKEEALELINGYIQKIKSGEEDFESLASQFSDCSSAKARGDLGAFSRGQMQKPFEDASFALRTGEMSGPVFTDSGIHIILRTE
RGS4 inh: Inhibitors of Regulator of G Protein Signaling (RGS) 4: qHTS. Transcreener GDP fluorescence polarization, RGS4-accelerated GTP hydrolysis. Potency, µM (series often up to 114 µM), without a hit: at the top dose activity change, negative = inhibition, usual class: inhibitors. 390,000 compounds, 0.039% hits; further: on the % scale 0 is the no-effect control and ±100 the full control effect; nearly all actives have a fitted effect of over 75% in size; some results filed as inactive show a strong effect at the top dose
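MLSMR compounds (23 nl, pin-transferred) preincubated 10 min at room temperature with a 500nM (2x) first reagent, then RGS4 at 900nM (2x) plus Transcreener GDP mix added; fluorescence polarization (620/688 nm) read before and after 90 min at 30 °C.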
PGK inhibitor: qHTS Assay to Find Inhibitors of Phosphoglycerate Kinase; AID 602233, 2012; Potency, µM (top dose mostly 57.5 µM), for the others: top-dose activity change, negative = inhibition, actives largely listed as inhibitors; Phosphoglycerate kinase, glycosomal (Trypanosoma brucei brucei), P07378; 380,000 compounds, 0.043% hits; PGK/GAPDH coupled, Kinase-Glo luminescence, 60 min; further: on the % scale 0 is the no-effect control and ±100 the full control effect; nearly all actives have a fitted effect of over 60% in size
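Luminescent ATP detection (Kinase-Glo Plus) follows a 60-minute room-temperature incubation, with wells lacking PGK as controls. Buffer: 100 mM TEA (pH 7.6), 5 mM MgCl2, 0.01% Tween-20. Coupling enzyme GAPDH (100 nM final) supplies unstable 1,3-BPG in-well.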
Numbers without * were called inactive; i = inactive; ? = inconclusive; / = no result given; [ ] = another dose, or the depositor's remark. Unless noted, the call rests on the fitted dose curve; in most records, active means well fitted curve in the direction sought with a large enough effect; inconclusive means small, poorly fitted or top-dose-only effect, or another doubt; inactive means no such curve, though single readings can be large; an effect the other way counts as inactive or inconclusive. Potency means the concentration at half of the fitted maximal effect.

#	SMILES	Pin1 inh	RGS4 inh	JMJD2A Tudor inh	ERG-DNA inh	GLS inh	PGK inhibitor	ALOX12 inh	HP1b binding inh	rTrxR1 inhibitor
1	COc1ccc(C(=O)COC(=O)c2sc(C)nc2C)cc1OC	8%	2%	-7%	-5%	-5%	-7%	24%	32%	21%
2	C=CCNS(=O)(=O)c1cccc2cc(C(=O)O)c(O)cc12	?	-17%	-3%	3%	-1%	-13%	-10%	45%[activator]	14%
3	Cc1cc(C)c(NC(=O)Cn2c(=O)n(-c3cccc(C(F)(F)F)c3)c(=O)c3c(C)c(C)sc32)c(C)c1	1%	7%	-13%	5%	-9%	/	-9%	13%	19%
4	CCC(C)N=CC1=C(O)C(C(=O)OC)C(C)(C)CC1=O (stereo unspecified)	1%	-2%	-5%	9%	-12%	-9%	-10%	32%	-11%
5	CN1C(=O)N(C)C2(c3ccccc3)Nn3c(s/c(=C/c4ccco4)c3=O)=NC12c1ccccc1 (stereo unspecified)	31%[activator]	10%	-23%	-7%	-12%	-8%	?	?	0%
6	CN(Cc1cccnc1)C(=O)c1cc(S(=O)(=O)Nc2ccccc2F)ccc1Cl	-7%	-33%	-8%	8%	-4%	i	-2%	32%	3%
7	Cc1cc(C)n(C(=O)c2ccc(Cl)c(F)c2F)n1	-1%	-30%	9%[57.1 µM]	-4%	2%	0%	4%	86%[activator]	-1%[57.1 µM]
8	C[C@H]1[C@H](C)CC[C@]2(C)CC[C@]3(C)C(=CC(=O)C4[C@@]5(C)CC[C@H](O)C(C)(C)C5CC[C@]43C)[C@H]12 (stereo partly specified)	5%	-12%	-23%	5%	-9%	-1%	-7%	18%	23%
9	COC(=O)C(CC(=O)c1ccc(Br)cc1)n1nc(C)cc1C (stereo unspecified)	-4%	?	-13%	1%	0%	10%	-8%	-8%	8.9µM*
10	COc1ccccc1C(=O)NCC1(c2ccccc2)CCCC1	0%	15%	27%	-2%	8%	-6%	-7%	68%[activator]	-1%

Profiles, looked up by structure. Order of screens: Pin1 inh	RGS4 inh	JMJD2A Tudor inh	ERG-DNA inh	GLS inh	PGK inhibitor	ALOX12 inh	HP1b binding inh	rTrxR1 inhibitor
COc1ccc(C(=O)COC(=O)c2sc(C)nc2C)cc1OC is entered as 8%	2%	-7%	-5%	-5%	-7%	24%	32%	21%
CN1C(=O)N(C)C2(c3ccccc3)Nn3c(s/c(=C/c4ccco4)c3=O)=NC12c1ccccc1 (stereo unspecified) is entered as 31%[activator]	10%	-23%	-7%	-12%	-8%	?	?	0%

(list continues)
#	SMILES	Pin1 inh	RGS4 inh	JMJD2A Tudor inh	ERG-DNA inh	GLS inh	PGK inhibitor	ALOX12 inh	HP1b binding inh	rTrxR1 inhibitor
11	CCOc1c2ccccc2nn1CCO	8%	-6%	-8%	5%	0%	4%	11%	11%	6%
12	CC(NC(=O)c1cccc(S(=O)(=O)N(C)c2ccccc2)c1)c1cccnc1 (stereo unspecified)	-4%	4%	-16%	6%	7%	4%	6%	24%	?
13	CCn1cc2nc(SCc3cc(C)ccc3C)n(CCc3ccccc3)c(=O)c2n1	0%	-16%	-19%	3%	-1%	-1%	-18%	22%	31%[57.1 µM]
14	CCOC(=O)C1C(=O)CC(C)(O)C(C(=O)OCC)C1c1ccc(F)cc1 (stereo unspecified)	-5%	-2%	-13%	-14%	0%	i	12%	33%	22%
15	O=C(CN1CCN(c2ccccc2O)CC1)Nc1ccc([N+](=O)[O-])cc1Br	4%	-52%	-16%	3%	?	-7%	0%	13%	-7%
16	CC(C)(C)C(=O)O/N=C(\N)c1ccc(-c2csnn2)cc1	-8%	-31%	5%	-1%	11%	-6%	1%	23%	14%[57.1 µM]
17	COc1ccc(-c2[nH]ncc2CNCCc2ncccc2C)cc1F	-6%	15%	-16%	-3%	3%	-10%	12%	5%	-1%[57.1 µM]
18	COc1ccc(N2CCN(S(=O)(=O)c3c(C)[nH]c(C)c3C(=O)N3CCCC3)CC2)cc1	-4%	9%[11.4 µM]	-20%	-1%	24%	i	-2%	43%[activator]	-2%
19	COc1ccc(-c2cn(Cc3ccc(C(N)=O)cc3)c(-c3ccc(Cl)nc3)n2)cc1	-9%	26%	?	-4%	4%	-8%	?	-10%	20%[57.1 µM]
20	CCOc1ccc(-c2cnc3n2CCCCC3)cc1	5%	-14%	-23%	2%	-21%	-5%	11%	8%	9%[57.1 µM]

More entries follow:
#	SMILES	Pin1 inh	RGS4 inh	JMJD2A Tudor inh	ERG-DNA inh	GLS inh	PGK inhibitor	ALOX12 inh	HP1b binding inh	rTrxR1 inhibitor
21	CCOC(=O)c1ccc(NC(=O)CC2C(=O)N(c3ccc(F)cc3)C(=O)N2Cc2cccnc2)cc1 (stereo unspecified)	-2%	5%	-12%	-1%	2%	i	-12%	26%	0%
22	CC(C)(C)c1cc(C(=O)N/N=C/c2ccco2)n[nH]1	2%	-7%	-9%	-3%	0%	2%	3%	36%	-2%
23	Cc1nn(Cc2ccc(F)cc2)c(C)c1NC(=O)c1cnn2cccnc12	3%	-10%	-3%	-21%	-1%	i	7%	36%[activator]	11%
24	CCc1c(C)c2cc(Cl)c(O)c(CN(C)C)c2oc1=O	0%	13%	?	-7%	4%	-5%	-22%	-10%	?
25	COc1ccc(C(=O)CC(=O)c2ccccc2O)cc1	-5%	-19%	-16%	1%	-2%	6%	0%	42%[activator]	-19%
26	CCOc1cc(NC(=S)Nc2ccccc2OC)c(OCC)cc1NC(=O)c1ccccc1C	9%	2%	?	-4%	20%	-4%	45µM*	?	-16%
27	CN(C)C(=S)Nc1ccc(Br)cc1Cl	-1%	-20%	-9%	-1%	-4%	-10%	38%[activator]	-8%	1%
28	Cc1cc(C)n(-c2ccc(C(=O)N3CCN(S(=O)(=O)c4cccc(Br)c4)CC3)cc2)n1	4%	17%	-32%	-9%	-4%	-2%	-11%	29%	1%
29	O=C1c2ccccc2C(O)(Cc2ccccc2)N1c1ccc2c(c1)OCO2 (stereo unspecified)	-4%	26%	-12%	/	-3%	/	8%	4%	18%
30	CC1=CCC2C(=O)N(c3ccc(C(=O)Nc4ccccc4Cl)cc3)C(=O)C2C1 (stereo unspecified)	-7%	-12%	-15%	-2%	-2%	0%	-49%	17%	23%

Entries by screen from the entries so far:
GLS inh for nos. 22 to 26 → 0%, -1%, 4%, -2%, 20%
ALOX12 inh for nos. 22 to 26 → 3%, 7%, -22%, 0%, 45µM*

The listing continues.
#	SMILES	Pin1 inh	RGS4 inh	JMJD2A Tudor inh	ERG-DNA inh	GLS inh	PGK inhibitor	ALOX12 inh	HP1b binding inh	rTrxR1 inhibitor
31	COc1ccc(C2CC(=O)C3=C(C2)Nc2ncnn2C3c2ccccc2C)c(OC)c1 (stereo unspecified)	5%	25%	0%	3%	0%	-7%	-1%	23%	4%[57.1 µM]
32	COc1cc(OC)cc(-c2c(C#Cc3ccsc3)c3cc(-c4cc(OC)c(OC)c(OC)c4)ccc3n2C)c1	?	-28%	-8%	-2%	-1%	-4%	-16%	58%[activator]	-5%
33	O=C(O)c1ccccc1-c1ccccc1C(=O)Nc1ccc2c(c1)C(=O)c1ccccc1-2	?	-7%	-26%	1%	?	-9%	-19%	4%[57 µM]	12%[57.1 µM]
34	CSc1nsc(SCc2cnc(C)nc2N)n1	-7%	-17%	-8%	12%	-3%	-7%	-11%	28%	?
35	COc1ccc2c(c1)C(C)=CC(C)(C)N2C(=O)CSc1nnc(-c2ccc(C)cc2)o1	8%	-3%	-19%	0%	-1%	-3%	14%	24%	8%[57.1 µM]

Gathered by group: the entries above with a thiophene ring, fused or not.
#	SMILES	Pin1 inh	RGS4 inh	JMJD2A Tudor inh	ERG-DNA inh	GLS inh	PGK inhibitor	ALOX12 inh	HP1b binding inh	rTrxR1 inhibitor
3	Cc1cc(C)c(NC(=O)Cn2c(=O)n(-c3cccc(C(F)(F)F)c3)c(=O)c3c(C)c(C)sc32)c(C)c1	1%	7%	-13%	5%	-9%	/	-9%	13%	19%
32	COc1cc(OC)cc(-c2c(C#Cc3ccsc3)c3cc(-c4cc(OC)c(OC)c(OC)c4)ccc3n2C)c1	?	-28%	-8%	-2%	-1%	-4%	-16%	58%[activator]	-5%

From PubChem

Only part of the results is shown; the hit share may differ from the screen's.
